# Compound activity as filed in PubChem BioAssay.
# tim23-1 inh = growth inhibitors of tim23-1 mutant yeast. S. cerevisiae tim23-1 growth, BacTiter-Glo luminescence, 24 h. inhibition, % at 20 µM. 330,000 tested, 1.3% active;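 active = growth inhibition of the mutant yeast at or above 50%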;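 note: temperature-sensitive mutant grown at 25 °C; plate controls were DMSO-treated mutant yeast for no effect and medium wells lacking yeast for full effect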
# TIM10 inh = inhibits growth of TIM10 yeast strain; S. cerevisiae TIM10 strain growth, BacTiter-Glo luminescence, 24 h; inhibition, % at 10 µM; 330,000 tested, 1.4% active;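 active = inhibition of 40% or more at the single tested concentration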;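 note: wild-type TIM10 isogenic control strain grown at permissive 25 °C; 0% = DMSO yeast wells and 100% = minimal medium wells without yeast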
# Mdm2 MdmX PPI = inhibitors of human Mdm2/MdmX interaction. O15151+Q00987. SaOS-2 split-luciferase Mdm2/MdmX complementation, luminescence. inhibition, % at 8 µM. 330,000 tested, 3% active. AID 485346;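 active = inhibition of at least 50% at 8 µM in the primary screen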
# Target sequence (O15151 whole entry, looked up): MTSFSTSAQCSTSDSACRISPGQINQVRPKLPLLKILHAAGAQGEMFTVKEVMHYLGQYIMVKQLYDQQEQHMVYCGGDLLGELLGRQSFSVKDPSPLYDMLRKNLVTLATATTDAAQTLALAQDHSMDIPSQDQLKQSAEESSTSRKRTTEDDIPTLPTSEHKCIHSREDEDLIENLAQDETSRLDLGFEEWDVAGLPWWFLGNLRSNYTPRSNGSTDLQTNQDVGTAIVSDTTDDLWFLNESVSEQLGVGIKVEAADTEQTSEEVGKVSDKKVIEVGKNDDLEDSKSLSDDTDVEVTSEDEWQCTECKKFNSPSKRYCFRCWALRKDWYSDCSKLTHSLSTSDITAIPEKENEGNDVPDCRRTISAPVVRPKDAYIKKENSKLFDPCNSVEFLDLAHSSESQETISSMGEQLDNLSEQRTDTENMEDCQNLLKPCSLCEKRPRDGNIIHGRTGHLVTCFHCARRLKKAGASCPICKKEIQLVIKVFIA
# Target sequence (Q00987 whole entry, looked up): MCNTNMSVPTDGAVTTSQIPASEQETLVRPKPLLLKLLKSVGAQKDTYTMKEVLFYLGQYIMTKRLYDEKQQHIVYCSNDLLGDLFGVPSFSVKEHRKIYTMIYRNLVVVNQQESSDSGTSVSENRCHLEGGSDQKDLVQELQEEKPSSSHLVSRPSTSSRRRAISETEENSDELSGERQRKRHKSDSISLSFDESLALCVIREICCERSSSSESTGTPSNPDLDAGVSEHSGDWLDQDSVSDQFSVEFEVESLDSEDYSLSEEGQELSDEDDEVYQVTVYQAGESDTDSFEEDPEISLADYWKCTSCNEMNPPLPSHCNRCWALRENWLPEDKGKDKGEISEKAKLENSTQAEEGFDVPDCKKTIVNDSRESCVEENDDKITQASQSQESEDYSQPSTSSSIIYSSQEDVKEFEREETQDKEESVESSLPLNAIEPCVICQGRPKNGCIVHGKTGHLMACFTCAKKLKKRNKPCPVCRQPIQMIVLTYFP
# UPR XBP1 act = adaptive UPR (XBP1) activation. CHO-XBP1 luciferase reporter, IRE1-XBP1 UPR activation, luminescence; percent of tunicamycin response, DMSO as zero. activation, % at 20 µM. 330,000 tested, 0.33% active. AID 463104;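 active = versus positive control, 20 µM dose yields 30% or more activation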;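 note: 100% = tunicamycin at 10 µg/mL and 0% = DMSO only wells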
#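 Material: CHO-XBP1 cells stably carrying IRE1-XBP1-driven luciferase reporter / Amount: 1000 cells per well / Compound: 20 µM, 1% DMSO / Times: 6 h treatment, 37 °C / Detection: luciferase luminescence / Measure: % activation of reporter signal versus tunicamycin and DMSO controls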
# CXCR6 inh = blocks human CXCR6 beta-arrestin recruitment; CHO-K1 PathHunter CXCR6 beta-arrestin, luminescence; inhibition, % at 20 µM; O00574; AID 602244; 360,000 tested, 0.36% active; in the data active = inhibition above about 34%, passing the limit was not always enough;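 note: antagonist mode with CXCL16 agonist at 10 nM final; 0% = 10 nM CXCL16 with DMSO and 100% = unstimulated wells without agonist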
# CHOP UPR activ = apoptotic UPR (CHOP) activation. CHO-CHOP luciferase reporter, luminescence; percent of tunicamycin response over DMSO baseline. 330,000 tested, 0.34% active. AID 449763. activation, % at 10 µM;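 active = at 10 µM dose, activation of 40% or more, normalized to positive control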;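 note: 100% = tunicamycin at 10 µg/mL and 0% = DMSO alone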
#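 System: CHO-CHOP luciferase reporter cell line; amount: 500 cells/well; buffer or medium: F12 medium containing 10% fetal bovine serum; incubation: 6 h compound exposure at 37 °C after overnight seeding; measured by: luciferase luminescence after 10 min with Steady-Glo reagent; evaluation: % reporter activation, DMSO baseline versus tunicamycin full activation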
# APJ antag = antagonists of human APJ apelin receptor | P35414 | CHO-K1 APJ beta-arrestin complementation, luminescence | inhibition, % at 20 µM | 330,000 tested, 0.32% active;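 active = inhibition above about 40% at 20 µM, limit read from the data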;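 note: cells challenged with 10 nM apelin-13 agonist together with compound; plate controls were apelin-13 plus DMSO wells for no effect and DMSO wells lacking apelin-13 for full effect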
# tim10-1 inh = tim10-1 yeast growth inhibition. S. cerevisiae tim10-1 ts strain growth, BacTiter-Glo, 24 h. 330,000 tested, 2.2% active. inhibition, % at 20 µM. AID 463190;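 active = inhibition of at least 40%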;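 note: mutant grown at 25 °C; 0% = DMSO wells with yeast and 100% = wells holding no yeast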
# APJ agonist = APJ receptor agonism; P35414; activation, % at 20 µM; 330,000 tested, 0.11% active; CHO-K1 APJ PathHunter beta-arrestin, luminescence; 0% DMSO wells, 100% apelin;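 active = activation more than six SD over the plate average, tested at 20 µM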;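 note: 0% = DMSO alone and 100% = apelin-13 at 10 nM; some results filed as inactive read as strong as hits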
#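 Assay system: engineered CHO-K1 APJ arrestin reporter cells; Amount: 1000 CHO-K1 reporter cells seeded per well; Dosing: one dose, 20 µM compound, 1% DMSO; Times: compound stimulation 90 min at 25 °C, detection 60 min; Measured by: luminescent beta-gal fragment complementation, chemiluminescent substrate; Read-out: APJ–arrestin association signal; Controls: DMSO vs Apelin-13 10 nM.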
# Active calls of the source: *; & = joins results of further samples.
Structure	tim23-1 inh	TIM10 inh	Mdm2 MdmX PPI	UPR XBP1 act	CXCR6 inh	CHOP UPR activ	APJ antag	tim10-1 inh	APJ agonist
O=C(CSc1nncs1)Nc1nccs1	-5.5	-5.3	18.9	-4.2	-4.9	0.9	-23.7	-0.1	6.1
O=S(=O)(c1ccc(C2CCCCC2)cc1)N1CCCC1	25.4	22.7	21.4	-1.3	-0.4	-2.5	12.5	39.8	-3.1
CC(OC(=O)CCN1C(=O)C2CC=CCC2C1=O)C(=O)Nc1cccc(C#N)c1 (stereo unspecified)	7.3	-0.7	-4.7	1.2	-6.4	0.0	9.9	4.3	4.8
Cc1nc(NC(=O)CN2CCN(c3ccccc3F)CC2)sc1C(=O)N(C)C	7.9	4.3	-11.2	-3.2	8.1	3.3	-4.2	-0.8	1.5
Cc1ccc(S(=O)(=O)N2CCC(C(N)=O)CC2)c(C)c1C	5.4	-8.6	5.7	0.3	2.2	-2.2	10.6	2.5	-3.0
c1ccc2c(-n3cnnn3)cccc2c1	8.8	-2.1	5.9	-4.8	-0.1	-1.0	-4.2	13.3	-1.3
O=C(C1=C[C@H](C2CCCCC2)C[C@H](OCc2ccc(CO)cc2)O1)N1CCN(Cc2ccccc2)CC1	6.1	5.1	40.3	-2.9	12.3	-1.8	4.4	-9.7	-0.8
COc1ccc(CCNC(=O)/C(=C/c2cccnc2)NC(=O)c2ccccc2)cc1OC	8.2	15.4	-4.0	-2.5	5.4	-0.4	1.6	10.1	0.4
CN(C)S(=O)(=O)c1ccc(Cl)c(C(=O)Nc2cccc([N+](=O)[O-])c2)c1	19.3	15.9	35.9	-1.8	3.3	-0.4	7.5	-2.3	-2.4
Nc1ccnn1Cc1cccs1	21.4	-2.0	6.4	0.2	-3.3	4.8	4.8	3.9	1.6
COc1ccc(F)cc1S(=O)(=O)Nc1ccc2c(c1)OCO2	9.4	5.7	-15.1	3.4	-1.6	-0.9	-1.7	5.7	5.5
Cc1cc(NC(=O)CCCn2ccc([N+](=O)[O-])n2)n(Cc2ccc(F)cc2)n1	-4.8	13.1	21.7	-1.6	-3.3	3.3	10.5	25.4	0.0
CCc1nnc(NC(=O)CSc2nnc3ncccn23)s1	5.9	2.7	3.1	1.4	2.8	0.9	13.8	9.1	-5.1
COc1ccc(/C=C/C(=O)c2cc(Br)ccc2O)cc1OC	18.2	22.2	14.4	1.4	-5.2	0.8	16.5	19.6	-2.6
CCC1CCCCN1C(=O)Nc1ccc(F)cc1 (stereo unspecified)	18.7	-6.7	0.5	-0.9	-3.0	1.1	6.0	19.0	-5.0
COc1cccc(OC)c1OCCOCCn1cnc2ccccc2c1=O	9.7	3.1	-7.0	-2.4	-4.1	-1.7	-14.0	8.7	-3.0
Cc1ccc(S(=O)(=O)n2nccc2-c2c(-c3ccc(Cl)cc3)noc2C)cc1	14.3	7.6	35.4	-1.8	1.4	-1.9	1.9	20.4	-2.1
CCc1ccccc1NC(=O)CCOc1ccccc1	12.7	24.4	0.1	0.0	4.6	2.8	6.0	11.8	-1.6
CN(C)S(=O)(=O)c1cc(NC(=O)COC(=O)CC2Sc3ccccc3NC2=O)ccc1Cl (stereo unspecified)	11.0	-0.9	4.7	2.2	-4.1	1.3	3.9	2.9	-1.2
O=C(NCc1ccccc1)c1ccc2nc(-c3ccco3)c(-c3ccco3)nc2c1	13.6	-20.3	19.1	-0.6	14.7	2.8	-21.2	11.5	8.7
CC(=O)Nc1ccc(Oc2cnccn2)cc1	19.9	-9.9	3.4	-1.5	-3.6	-1.4	7.9	5.9	6.1
CCN1CCN(C(=O)CSc2ccc(C)cc2)CC1	11.5	1.0	8.3	1.6	1.0	4.5	14.7	8.2	-1.8
O=c1oc(-c2ccccc2NS(=O)(=O)c2ccc(F)cc2)nc2ccccc12	45.6	18.9	4.2	-0.7	3.0	1.2	6.5	11.1	-3.0
Cc1ccc2oc(C(=O)N3CCC(C(N)=O)(N4CCCCC4)CC3)c(C)c2c1	28.1	14.2	-12.0	-6.2	0.9	2.8	-7.2	28.3	-1.5
CCOC(=O)c1[nH]c(C)c(C(=O)Nc2ccc(C)cc2C)c1C	17.8	14.4	32.5	-0.7	-6.4	0.1	8.0	12.5	-1.9
COC(=O)C(Cc1c[nH]c2ccccc12)NC(=O)C1CC1 (stereo unspecified)	2.8	-9.6	9.5	5.9	-6.7	-1.1	-4.8	9.0	-5.0
O=C(CCC(=O)c1ccccc1)NCc1ccccc1	6.3	-15.5	16.4	-3.9	-19.1	1.2	3.4	2.3	-0.3
CC(C)CCn1c2ccccc2c2cc(CC(N)=O)ccc21	36.7	10.3	32.4	0.1	-2.5	-0.8	14.6	13.9	2.6
O=c1cc(-c2ccc(O)c(O)c2)oc2cc(O)cc(O)c12	3.4	1.7	3.9	8.8	4.0	4.1	-18.7	4.6	5.1
O=C(CSc1nnnn1Cc1ccccc1)c1ccccc1F	36.2	26.5	-4.9	5.4	-9.4	2.5	-15.6	9.5	-2.5
COC(/C=C/Nc1ccc(Cl)cc1)=C(C#N)C#N	6.7	-3.6	2.1	-1.7	3.9	-1.7	-9.5	3.8	-4.0
Cc1ccc(C)n1-n1c(C)nc2scc(-c3cccs3)c2c1=O	16.5	24.9	2.2	4.3	0.6	-1.7	-18.2	18.3	-0.3
CN(C(=O)/C(N=Nc1cccc(C(F)(F)F)c1)=C(\O)C(F)(F)F)c1ccccc1	26.2	35.0	16.4	2.2	-3.5	-1.4	-12.9	32.1	-5.8
COc1ccc(NC(=O)CN(C)C(=O)Cc2n[nH]c(=O)c3ccccc23)cc1	-9.0	-3.8	8.5	-3.5	0.0	1.7	-36.2	-11.5	5.4
Cc1nc(SCC(=O)N(CC(C)C)C2CCS(=O)(=O)C2)c(C#N)c(C)c1C (stereo unspecified)	10.7	2.4	1.6	-4.5	0.8	0.2	19.0	7.5	-1.7
O=C(Nc1ccccc1-c1nnn(CC(=O)N2CCN(c3ccccc3)CC2)n1)c1cccs1	2.6	0.8	31.3	-2.1	-8.1	0.0	9.3	-2.1	-3.9
Cc1cccc(N2CCN(C(=O)c3cccc(N4CCCC4=O)c3)C(C)C2)c1 (stereo unspecified)	11.1	7.0	54.6*	-3.1	-2.7	-0.8	0.3	3.7	-1.6
CC1CN(C(=O)c2cc3cc(Br)ccc3[nH]2)CC(C)O1 (stereo unspecified)	28.9	15.1	4.1	2.6	-7.1	0.9	10.9	17.4	-0.7
FC(F)(F)c1cccc(Nc2cc(-c3ccccc3)nc3ncnn23)c1	19.7	20.8	12.7	-1.0	0.8	-0.8	3.8	28.4	1.9
NS(=O)(=O)c1ccc(CCNC(=O)c2ccccc2OCc2ccc(F)cc2)cc1	-8.2	7.7	14.7	2.2	7.0	5.1	19.2	-5.5	-1.7

# Record cards, from the list above:
# `CCOC(=O)c1[nH]c(C)c(C(=O)Nc2ccc(C)cc2C)c1C` as listed: tim23-1 inh: 17.8; TIM10 inh: 14.4; Mdm2 MdmX PPI: 32.5; UPR XBP1 act: -0.7; CXCR6 inh: -6.4; CHOP UPR activ: 0.1; APJ antag: 8.0; tim10-1 inh: 12.5; APJ agonist: -1.9
# `Cc1ccc(S(=O)(=O)N2CCC(C(N)=O)CC2)c(C)c1C` as listed: tim23-1 inh: 5.4; TIM10 inh: -8.6; Mdm2 MdmX PPI: 5.7; UPR XBP1 act: 0.3; CXCR6 inh: 2.2; CHOP UPR activ: -2.2; APJ antag: 10.6; tim10-1 inh: 2.5; APJ agonist: -3.0

# Next section:
Structure	tim23-1 inh	TIM10 inh	Mdm2 MdmX PPI	UPR XBP1 act	CXCR6 inh	CHOP UPR activ	APJ antag	tim10-1 inh	APJ agonist
CCC1Sc2ccc(S(=O)(=O)CCC(=O)Nc3ccc(OC(F)(F)F)cc3)cc2NC1=O (stereo unspecified)	1.7	5.6	25.3	-6.7	-8.3	1.5	9.1	3.0	8.6
CN(C)c1ccc(C2C3=C(CCCC3=O)OC3=C2C(=O)CCC3)cc1	8.6	-1.2	10.0	-3.3	0.0	-3.0	-7.1	0.5	0.4
Cc1ccc(C2(c3noc(CN(C)CC4COCCO4)n3)CCCC2)cc1 (stereo unspecified)	22.1	-11.5	14.3	-0.8	5.1	-0.9	-30.1	32.8	-0.6
O=C(C1CCCN(Cc2ccccc2[N+](=O)[O-])C1)N1CCCCC1 (stereo unspecified)	16.8	7.3	-25.9	1.5	6.8	0.1	14.3	-12.3	-4.1
CC(C)NC(=O)C(C)N1CCN(S(=O)(=O)c2ccc3ccccc3c2)CC1 (stereo unspecified)	26.9	-2.5	2.0	-1.8	-0.5	1.3	3.6	19.6	-1.1
COc1cccc(C(=O)NC2CCCN(C3Cc4ccccc4C3)C2)c1OC (stereo unspecified)	5.3	-3.4	-16.1	-3.6	-2.4	2.1	13.3	9.8	-1.7
O=C(NCCc1ccccc1)c1ccc2c(c1)S(=O)(=O)c1cc(Cl)ccc1C2=O	-5.1	-1.2	11.3	-1.1	-21.8	-1.3	3.4	-17.3	1.7
CCS(=O)(=O)c1ccc2oc(SCC(=O)NCCC3=CCCCC3)nc2c1	25.2	9.1	1.6	-2.0	-1.6	-3.5	8.1	13.4	2.5
CC(OC(=O)Cn1c(C(F)(F)F)nc2ccccc21)C(N)=O (stereo unspecified)	8.8	-12.4	7.1	-2.2	5.0	-3.4	-22.9	7.3	-3.4
CN(C)S(=O)(=O)c1cccc(NC(=O)COC(=O)CCc2nc3ccccc3s2)c1	-0.7	-11.5	1.7	-0.1	-10.1	-0.3	-9.6	6.9	1.7
Cc1cc(NC(=O)C(C)C)ncc1NC(=O)c1ccccn1	14.7	0.3	-13.2	2.2	-3.9	2.7	15.9	10.4	1.7
COc1cccc(N2C(=O)C3CC=C(Cl)CC3C2=O)c1 (stereo unspecified)	11.9	-0.6	0.9	2.5	10.3	-1.0	11.2	4.5	0.9
COc1cc(OC)cc(C(=O)NCC(=O)Nc2ccc(-c3ccccc3)cc2)c1	26.7	3.1	44.2	0.7	-5.6	3.1	1.6	-8.7	-0.2
COc1ccc(Cc2c(O)nc(SCC(=O)NC34CC5CC(CC(C5)C3)C4)[nH]c2=O)cc1	14.2&10.0	-6.5&25.1	9.6&-6.4	-1.3&-1.7	-2.4&-3.4	-2.2&1.2	-4.5&9.6	-2.1&-6.9	-3.2&-3.2
Cc1ccc(NC(=O)COc2cccc3c2OC(C)(C)C3)c(O)c1	34.0	5.5	-11.3	0.5	3.0	1.4	5.9	3.4	-4.9
Cc1cccc(C)c1NC(=O)CNC(=O)CCCN1C(=O)c2cccc3cccc(c23)C1=O	-2.2	12.9	5.4	-1.0	0.2	-1.9	-59.3	12.0	-1.4
COc1ccc(C(=O)N/C(=C\c2cccs2)c2nc3ccccc3[nH]2)cc1OC	27.9	14.9	4.3	1.2	1.0	2.0	-23.1	6.9	1.6

# Some of the compounds tested; rates above refer to the full screens.
